Screens from PubChem BioAssay.
TAAR1 ag – human TAAR1 agonism; CHO RD-HGA16 TAAR1, Fluo-8 calcium fluorescence; vehicle wells 0%, saturating PEA agonist 100%; activation, % at 3 µM; Q96RJ0; actives 0.99% (n = 360,000);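 active = activation above the mean activation of all test compounds in the run plus 3 SD, cut at about 38% in these data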
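test system = CHO RD-HGA16 cells carrying human TAAR1 plus Gα16 | schedule = 17-24 h seeding, 75 min 37 °C dye, 30 min RT | compound dosing = 3 µM single concentration | control set = DMSO and PEA EC100 | replicates = n 1 | signal = Fluo-8 fluorescence, 5 s baseline then 140 s kinetic read | measure = percent activation vs PEA EC100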
M1 PAM parental – M1 PAM counterscreen hit in parental CHO-K1 cells | ATP EC20, Fluo-8 calcium fluorescence; 0% at ATP EC20, 100% at ATP max | activation, % at 3 µM | actives 0.02% (n = 360,000) | AID 602247;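 active = activation above the run cutoff, the mean activation of all test compounds plus 3 SD, cut at about 40% in these data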;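 also: peak over basal fluorescence ratio in a 140 s read after ATP addition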
CRFR2-BP ag – CRF-BP/CRF-R2 complex agonism; activation, % at 13.2 µM; AID 588473; HEK293 CRF-R2/CRF-BP, calcium dye fluorescence (FLIPR); percent of saturating CRF peptide response; actives 0.46% (n = 350,000);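 active = activation of at least 50%, plus an integration ratio under a set limit after plate pattern correction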;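 also: plate controls were neutral control wells without compound for no effect and CRF at EC100 for full effect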
M4 PAM – potentiates acetylcholine response at human M4 receptor; P08173; CHO-K1 hM4/Gqi5, Fluo-8 calcium fluorescence, ACh EC20; 0% = ACh EC20, 100% = maximal ACh; activation, % at 3 µM; actives 0.4% (n = 360,000);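 active = activation above its plate's cutoff, the mean activation of sample wells plus 3 SD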; also: some results filed as inactive read as strong as hits
CRFBP-R2 block – CRF-BP/CRF-R2 complex antagonism; HEK293 CRF-R2/CRF-BP, CRF-induced calcium fluorescence; inhibition, % at 11.8 µM; AID 588475; actives 0.59% (n = 350,000);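 active = inhibition of the ligand-induced calcium signal above about 50% at the single tested concentration, limit read from the data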
TAAR1 antagonist – antagonists of human TAAR1 | Q96RJ0 | CHO RD-HGA16 TAAR1, Fluo-8 calcium fluorescence, antagonist | inhibition, % at 3 µM | actives 1.5% (n = 360,000);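 active = inhibition above a per-plate cutoff, the mean inhibition of test compounds on that plate plus 3 SD, cut at about 49% in these data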;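 also: 0% = DMSO plus EC80 beta-PEA response and 100% = DMSO alone without agonist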
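Material: CHO RD-HGA16 cells bearing hTAAR1; compound dosing: one-point dosing, 3 µM nominal final; schedule: dye loading 75 min at 37 °C, then 30 min room temperature; measured by: calcium fluorescence with Fluo-8; control set: vehicle and agonist controls; replication: n of 1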
CHRM5 antagonist – CHRM5 antagonism in calcium assay; CHO-hM5 cells, Fluo-8 calcium fluorescence, ACh EC80; inhibition, % at 3 µM; actives 0.59% (n = 360,000);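 active = inhibition above a per-plate cutoff, the mean of that plate's test compounds plus 3 SD, cut at about 27% in these data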;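 also: 0% = acetylcholine EC80 with DMSO and 100% = DMSO without agonist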
CHRM5 PAM – positive allosteric modulators of human muscarinic M5 receptor; activation, % at 3 µM; P08912; AID 624038; CHO-K1 hM5, Fluo-8 calcium, ACh EC20 PAM; 0% = ACh EC20, 100% = ACh EC100; actives 0.3% (n = 360,000);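 active = activation above the run cutoff, the mean activation of all test compounds plus 3 SD, cut at about 18% in these data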
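Assay system – human M5 receptor in CHO-K1 cells · Read-out – % activation, ACh-normalized · Technique – Fluo-8 calcium fluorescence · Dosing – single-point, 3 µM nominal · Incubation – Fluo-8 loading 80 min at 37 °C plus 30 min room temperature · Repeats – singlicate, one well per test compound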
CHRM5 agonist – agonists of human muscarinic M5 receptor (CHRM5) | P08912 | CHO-K1 hM5 cells, Fluo-8 calcium fluorescence; 0% DMSO wells, 100% maximal acetylcholine response | activation, % at 3 µM | actives 0.19% (n = 360,000);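 active = activation above the run's mean over test compounds plus 3 SD, cut at about 23% in these data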;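 also: signal is peak over basal fluorescence ratio across the kinetic read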
Numbers without * were called inactive; nt = not tested or not shown. This is a random part of the collection; overall some 4.2% were active at least once.

SMILES	TAAR1 ag	M1 PAM parental	CRFR2-BP ag	M4 PAM	CRFBP-R2 block	TAAR1 antagonist	CHRM5 antagonist	CHRM5 PAM	CHRM5 agonist
Cc1ccc(N(Cc2ccccc2F)S(C)(=O)=O)c(C)c1	0	23	-2.8	-7	45	7	-1	6	-1
O=C(Nc1nnc(COc2ccc(Br)cc2)s1)c1ccco1	3	18	-0.8	0	-22	-8	3	2	3
O=C(Cc1ncc(C(F)(F)F)cc1Cl)NCc1ccco1	3	15	0.7	-1	-10	4	10	1	1
CCOC(=O)CNc1nc(Cl)nc(Nc2ccccc2)n1	0	-2	-1.3	2	-4	-8	-3	6	-3
C=C(C)C1CC=C(C)/C(=N/NC(=O)CNc2ccc(C)cc2C)C1 (stereo unspecified)	1	20	-0.1	2	-25	-12	0	1	-4
COCc1cc(C)nc(N2CCc3ccccc32)c1C#N	-3	5	-0.6	1	-4	-4	5	2	2
CC(=O)N/N=C(\C)c1cccc(NC(=O)c2cccs2)c1	0	12	-0.8	7	3	4	9	-4	3
CCCCC(=O)NCCc1ccc(OC)cc1	2	-8	-1.6	-4	3	0	4	-6	-4
CCCCn1c(N)c(N(CCOC)C(=O)CSc2nnc(-c3ccc(C(C)(C)C)cc3)n2N)c(=O)[nH]c1=O	1	-8	-0.2	23	1	-12	-6	0	4
Cc1c(C(=O)c2ccc(F)cc2F)c2ccccn2c1CCC#N	2	-9	25	9	-7	-10	5	-2	-2
COn1c(=O)c(-c2ccccc2)[n+]([O-])c2ccccc21	0	-16	3.1	0	2	-8	2	2	-1
COc1ccc(S(=O)(=O)N2CCOC2CNC(=O)C(=O)NCc2ccc(F)cc2)cc1OC (stereo unspecified)	3	6	-2.1	1	-7	-21	1	-4	-1
O=C(COC(=O)CCC(=O)c1ccc(Cl)cc1)NCc1ccco1	-1	5	-0.6	14	7	-2	5	-1	0
Nc1cc(OC(=O)c2cccs2)nn1S(=O)(=O)c1ccccc1	40*	12	-0.2	5	28	18	3	1	-4
Cc1nnc2sc(SCc3cccc(Cl)c3)nn2c1=O	6	6	-4.1	4	-5	-11	-2	10	-8
CN(Cc1ccon1)Cc1cn(Cc2ccccc2)nc1-c1ccc2c(c1)OCO2	0	0	-1.1	6	-16	-14	8	-5	-1
O=C1NC[C@@H](c2ccccc2)OC(=O)[C@@H](Cc2ccc(F)cc2)CC/C=C/C[C@@H]1CC(=O)N(CCO)Cc1ccccc1	20	13	-0.4	-4	3	46	9	-17	-3
CC1(C(=O)NS(=O)(=O)c2ccccc2)CCN1C(=O)Cc1ccc(Cl)cc1Cl (stereo unspecified)	1	4	nt	9	nt	3	-3	1	-1
CC(C)(C)NC(=O)CCN1CCOCC1	13	4	1.1	2	9	-6	-7	4	-2
CC(C)(C)c1ccc(C(=O)NCc2nnc(SCC(=O)NC3CCCC3)o2)cc1	4	12	-11	-1	-5	-15	19	-7	-4
CCN(CC(=O)Nc1ccc(NC(C)=O)cc1)C(=O)Cc1coc2cc(C)c(C)cc12	3	-5	0.0	0	-11	-6	5	-7	-3
O=C(NCc1ccc2c(c1)OCO2)c1cc(-c2ccc(Cl)cc2Cl)on1	3	19	2.0	4	-1	3	5	2	-3
C[C@H]1CN=C(Nc2ccccc2)N1CC1CCCCCC1	13	7	-0.4	-7	-8	8	7	5	-6
CCN(c1ccccc1)S(=O)(=O)c1ccc(C(=O)NCCCn2ccnc2)cc1	3	21	-0.8	1	-9	23	13	-7	-7
COc1ccc(CNC(=O)CN2C(=O)CC(c3ccccc3)=Nc3ccccc32)cc1	2	-8	-2.9	-10	48	-25	9	0	-3
CCOC(=O)c1ccc(-n2c(N)c(C(=O)NCc3ccco3)sc2=S)cc1	nt	21	0.0	-10	31	nt	-2	-6	-2
COCCn1c(=S)[nH]c2cc(C(=O)NCCc3ccccc3)ccc2c1=O	16	9	-0.1	-5	-7	-10	9	1	1
CN(CC(=O)Nc1ccccc1Cl)C(=O)COC(=O)c1ccc(Cl)nc1	0	9	-1.3	9	4	-26	2	2	2
COc1cccc(NS(=O)(=O)c2ccc3c(c2)CC(=O)N3)c1	7	2	0.2	3	2	-10	1	-4	-8
O=S(=O)(c1ccc(Oc2ccc(Br)cc2)cc1)N1CCOCC1	10	10	1.7	-8	-13	21	9	-12	-3
COc1ccc(N/C(N)=N/c2nc(CSc3ccc(C)cc3)cc(=O)[nH]2)cc1	2	12	-0.6	0	8	24	-2	-2	-1
Cc1cc(=O)oc2cc(NC(=O)COc3ccccc3[N+](=O)[O-])ccc12	-2	-1	-1.0	6	6	-2	0	-1	1
CC1CCCC(C)N1C(=O)COC(=O)c1ccc(O)cc1 (stereo unspecified)	4	16	0.5	-3	6	6	-6	-8	-4
COc1cccc(NC(=O)COC(=O)C2CC2)c1	1	0	-0.3	19	0	3	11	2	-1
CCOC(=O)c1c(NC(=O)CSc2nnc(-c3ccncc3)n2Cc2ccco2)sc(C(C)=O)c1C	-3	8	0.0	17	5	-25	-6	0	-3
CCCCNC(=O)c1onc(CSc2ccc(F)c(F)c2)c1C(=O)O	14	24	-0.1	-4	2	-5	2	-1	5
CSC1=NCCN1S(=O)(=O)c1ccc2ccccc2c1	-2	20	-0.1	-6	22	14	5	-4	-9
COCc1cc(CN2CCCC(C(=O)Nc3cccc(-n4cnnn4)c3)C2)ccc1OC (stereo unspecified)	2	23	nt	7	nt	-1	-3	8	-7
CC(C)(C)N(Cc1ccccc1)C(=O)COC(=O)c1ccc2ccccc2n1	0	13	-2.8	6	-6	-11	3	5	1
Cc1c(NC(=O)CSc2ccc(Cl)cc2)cccc1-c1nc2ncccc2o1	11	15	0.9	-9	-5	60*	4	-16	4
O=C(COC(=O)c1c[nH]c2ccccc12)NC1CCCC1	2	13	-0.6	5	5	-1	-2	5	1
CCCNC(=O)c1ccccc1NC(=O)c1ccc(CSc2ccccc2)cc1	4	14	3.6	0	-14	18	1	-3	-2
COC(=O)c1cc2n(n1)CCN(Cc1cccc(OC)c1)C2=O	4	-8	1.6	-2	2	-15	6	-5	0
CCC(C)(C)C1CCc2[nH]nc(C(=O)NCCCNC(=O)OC(C)(C)C)c2C1 (stereo unspecified)	5	24	-2.0	7	-9	4	6	6	3
O=Nc1c2cc3ccccc3[nH]c-2c2ccccc12	2	-16	-2.1	6	-19	2	9	0	-2
CC(=O)OCCn1c(C)[n+](CCOC(C)=O)c2cc(Cl)c(Cl)cc21	6	1	0.5	-7	10	24	16	-11	-2
CCN(CC)C(=O)Nc1cnc2ccccc2c1	8	-5	-0.9	1	16	-33	5	-11	-3
CCCCn1c(CN2CCN(C(=O)OCC)CC2)nc2c1c(=O)[nH]c(=O)n2C	nt	21	-1.6	12	1	nt	1	0	2
C[C@H]1CN([C@@H](C)CO)S(=O)(=O)c2ccc(Br)cc2O[C@H]1CN(C)C(=O)CN(C)C	1	-1	nt	10	nt	-5	-10	8	1
COc1ccc(S(=O)(=O)/C(C#N)=C/Nc2ccc(NC(C)=O)cc2)cc1	3	16	-0.2	1	19	-28	-1	-1	-2

Arranged by SMILES length (smallest number first): 15 of the compounds above.
SMILES	TAAR1 ag	M1 PAM parental	CRFR2-BP ag	M4 PAM	CRFBP-R2 block	TAAR1 antagonist	CHRM5 antagonist	CHRM5 PAM	CHRM5 agonist
CCCCC(=O)NCCc1ccc(OC)cc1	2	-8	-1.6	-4	3	0	4	-6	-4
COc1cccc(NC(=O)COC(=O)C2CC2)c1	1	0	-0.3	19	0	3	11	2	-1
O=Nc1c2cc3ccccc3[nH]c-2c2ccccc12	2	-16	-2.1	6	-19	2	9	0	-2
C[C@H]1CN=C(Nc2ccccc2)N1CC1CCCCCC1	13	7	-0.4	-7	-8	8	7	5	-6
CC1CCCC(C)N1C(=O)COC(=O)c1ccc(O)cc1 (stereo unspecified)	4	16	0.5	-3	6	6	-6	-8	-4
Cc1ccc(N(Cc2ccccc2F)S(C)(=O)=O)c(C)c1	0	23	-2.8	-7	45	7	-1	6	-1
COC(=O)c1cc2n(n1)CCN(Cc1cccc(OC)c1)C2=O	4	-8	1.6	-2	2	-15	6	-5	0
O=C(COC(=O)CCC(=O)c1ccc(Cl)cc1)NCc1ccco1	-1	5	-0.6	14	7	-2	5	-1	0
CCCNC(=O)c1ccccc1NC(=O)c1ccc(CSc2ccccc2)cc1	4	14	3.6	0	-14	18	1	-3	-2
Cc1c(NC(=O)CSc2ccc(Cl)cc2)cccc1-c1nc2ncccc2o1	11	15	0.9	-9	-5	60*	4	-16	4
CC(C)(C)N(Cc1ccccc1)C(=O)COC(=O)c1ccc2ccccc2n1	0	13	-2.8	6	-6	-11	3	5	1
CN(Cc1ccon1)Cc1cn(Cc2ccccc2)nc1-c1ccc2c(c1)OCO2	0	0	-1.1	6	-16	-14	8	-5	-1
CC(C)(C)c1ccc(C(=O)NCc2nnc(SCC(=O)NC3CCCC3)o2)cc1	4	12	-11	-1	-5	-15	19	-7	-4
CCCCn1c(N)c(N(CCOC)C(=O)CSc2nnc(-c3ccc(C(C)(C)C)cc3)n2N)c(=O)[nH]c1=O	1	-8	-0.2	23	1	-12	-6	0	4
O=C1NC[C@@H](c2ccccc2)OC(=O)[C@@H](Cc2ccc(F)cc2)CC/C=C/C[C@@H]1CC(=O)N(CCO)Cc1ccccc1	20	13	-0.4	-4	3	46	9	-17	-3

The listing continues:
SMILES	TAAR1 ag	M1 PAM parental	CRFR2-BP ag	M4 PAM	CRFBP-R2 block	TAAR1 antagonist	CHRM5 antagonist	CHRM5 PAM	CHRM5 agonist
Cc1csc(NC(=O)c2cccn2C)n1	0	14	-1.0	8	10	11	-2	0	0
Cc1cc(C(=O)OCC(=O)Nc2nc(-c3ccccc3)cs2)c(C)o1	-2	4	-0.5	-26	-45	18	-4	-3	-4
O=c1c2ccccc2nc(SCc2ccc([N+](=O)[O-])cc2)n1-c1ccc(Cl)cc1	5	23	2.6	-2	-1	-8	3	1	-1
Cc1ccc(CSc2nc3ccccc3c(=O)n2C)cc1	-1	-8	1.6	-4	-1	3	-1	1	-1
CC(C)(C)NC(=O)CSCc1ccc(Br)cc1	-1	-6	-0.1	-5	23	-9	1	3	-7
CCN1CCN(C(=O)c2nn(C)c3c2CS(=O)(=O)c2ccccc2-3)CC1	3	-17	-0.2	2	2	-14	9	1	0
Cc1ccc(S(=O)(=O)N2CCOC23CCN(C(=O)c2ccccc2Br)CC3)cc1	7	-9	0.2	-10	0	-9	-2	2	0
CCOCCCn1c(=NC(C)=O)c(C#N)cc2c(=O)n3ccccc3nc21	0	18	-1.8	3	2	-18	-1	7	-2
